miR-122 sensor: miR-122 Renilla sensor signal increase in Huh7, primary screen, miR-122 inhibitor project, cell-based, single point, plate reader. AID 602342, 2012. Huh7 miR-122 Renilla luciferase sensor, 48 h; neutral wells = 0, positive control = 100. hit rate 0.3% among 340,000. activation (reporter increase), % at 12.5 µM;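 active means mean replicate activation score at least 90 and every replicate individually at or above 90; inconclusive means only one of the two criteria met; inactive means neither criterion met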;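 further: higher luciferase means less miR-122 activity so hits act as miR-122 inhibitors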
PglD DTNB: C. jejuni PglD acetyltransferase inhibitors, primary screen, biochemical, DTNB colorimetric, single point. inhibition, % at 12.5 µM. purified PglD enzyme, DTNB colorimetric CoA detection. AID 602405, 2012. hit rate 0.098% among 360,000; in the data active means inhibition above about 16%, passing the limit was not always enough; inconclusive means no clear call, values can overlap the other calls; further: strong numbers were not always called active
RAD54 branch: inhibitors of human RAD54 branch migration, primary screen, biochemical, fluorescence, single point | inhibition, % at 10.4 µM | hit rate 0.14% among 360,000 | AID 602329, 2012 | RAD54 Holliday junction branch migration, FAM/BHQ fluorescence;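 active means mean normalized replicate activity at least 40 and at least half of replicates scoring 40 or more; inconclusive means only one of the two criteria met; inactive means mean below 40 and under half of replicates reaching 40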;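 further: 0% = median of neutral control wells and 100% = median of positive control wells; inhibitors cause a drop in the FAM fluorescence signal; in these data hits start at about 50%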
E-sel inducer: E-selectin induction in HUVECs, primary screen, imaging, HUVEC, immunofluorescence imaging, single point | P16581 | normalized: neutral wells 0, TNF-alpha wells 100 | activation, % at 7.58 µM | hit rate 0.37% among 260,000;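 active means mean E-selectin-positive cell signal at least 10% of the positive control, reached in at least 60% of replicates, without over 20% cell loss; inconclusive means no rule given, readout overlaps actives, possibly toxicity-flagged; inactive means the rest, including those meeting only one limit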;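 further: in these data hits start at about 27%; measured in HUVEC primary endothelial cells; signal is the percent of cells scored E-selectin positive by PE staining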
Target sequence (P16581 whole entry, looked up): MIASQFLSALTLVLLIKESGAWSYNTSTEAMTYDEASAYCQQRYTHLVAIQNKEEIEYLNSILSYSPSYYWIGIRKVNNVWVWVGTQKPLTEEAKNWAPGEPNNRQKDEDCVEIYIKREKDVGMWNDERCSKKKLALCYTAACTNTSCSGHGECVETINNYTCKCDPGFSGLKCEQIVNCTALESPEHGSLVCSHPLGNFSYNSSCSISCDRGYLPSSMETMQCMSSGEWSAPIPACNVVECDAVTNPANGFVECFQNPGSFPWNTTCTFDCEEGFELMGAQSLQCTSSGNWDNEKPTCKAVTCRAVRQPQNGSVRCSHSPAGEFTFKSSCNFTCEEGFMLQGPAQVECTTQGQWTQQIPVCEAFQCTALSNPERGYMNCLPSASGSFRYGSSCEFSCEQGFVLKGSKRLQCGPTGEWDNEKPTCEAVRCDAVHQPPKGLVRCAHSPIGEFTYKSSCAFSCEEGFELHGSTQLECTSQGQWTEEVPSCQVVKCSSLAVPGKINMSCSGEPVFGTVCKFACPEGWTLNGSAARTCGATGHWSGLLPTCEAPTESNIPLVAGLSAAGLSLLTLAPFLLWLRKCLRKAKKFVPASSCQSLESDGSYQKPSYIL
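Test system: HUVEC; input: 3,000 HUVEC/well; measured by: immunofluorescence imaging; read-out: % PE-positive cells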
Cneo AK release: Cryptococcus neoformans cell lysis inducers, primary screen, AK release luminescence, single concentration; C. neoformans lysis, adenylate kinase release luminescence, 4 h; normalised: neutral wells 0, clomiphene wells 100; lysis activity, % at 15 µM; hit rate 0.2% among 360,000;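 active means mean lysis activity across replicates of at least 80%, whatever share of replicates individually reach that level; inactive means mean lysis activity below 80%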
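Material – log-phase Cryptococcus neoformans yeast cells · Input – 5 × 10^6 yeast cells/mL · Medium – fresh YPD growth medium · Doses – single compound concentration per well · Timing – static 4 h at 37 °C with compound, 1 h detection · Detection – adenylate kinase release luminescence · Read-out – signal increase indicating cell lysis · Control set – Clomiphene as positive lysis control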
RAD52 inh: RAD52 DNA annealing inhibitors, primary screen, biochemical, FRET, single point, set 2 | DNA repair protein RAD52 homolog (Homo sapiens), P43351 | inhibition, % at 18.7 µM | recombinant RAD52 DNA annealing, FRET fluorescence | hit rate 0.46% among 360,000 | AID 651710, 2012;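 active means every replicate showing at least 50% inhibition; inconclusive means mean inhibition at least 50% but not in every replicate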
Target sequence (P43351 whole entry, looked up): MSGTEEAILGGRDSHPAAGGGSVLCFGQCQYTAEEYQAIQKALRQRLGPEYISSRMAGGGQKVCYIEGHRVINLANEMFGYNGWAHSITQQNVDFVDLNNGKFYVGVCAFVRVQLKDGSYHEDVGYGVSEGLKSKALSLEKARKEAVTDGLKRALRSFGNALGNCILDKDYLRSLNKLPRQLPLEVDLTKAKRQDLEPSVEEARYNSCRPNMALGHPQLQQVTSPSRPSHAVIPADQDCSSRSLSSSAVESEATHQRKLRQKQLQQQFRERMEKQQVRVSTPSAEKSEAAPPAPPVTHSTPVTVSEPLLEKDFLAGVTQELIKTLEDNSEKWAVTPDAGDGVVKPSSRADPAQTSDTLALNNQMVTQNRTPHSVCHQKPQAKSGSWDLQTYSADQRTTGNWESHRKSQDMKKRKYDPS
PGC1a acetyl inh: inhibitors of PGC1a acetylation signal, primary screen, cell-based, U2OS, AlphaScreen, inhibitor mode | AlphaScreen anti-acetyl-lysine; with virally co-expressed GCN5 acetyltransferase | hit rate 0.17% among 350,000 | inhibition, % at 15.6 µM;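 active means every replicate shows inhibition of at least 40%; inconclusive means mean inhibition at least 40% but some replicate below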;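 further: 0% = neutral control wells and 100% = positive control wells; some results beyond the cut were filed as inactive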
ERAP1 HTS inh: human ERAP1 aminopeptidase inhibitors, primary screen, biochemical, single point, plate reader; Endoplasmic reticulum aminopeptidase 1 (Homo sapiens), Q9NZ08; recombinant ERAP1, Leu-AMC fluorescence, 60 min; inhibition, % at 10.7 µM; hit rate 0.15% among 340,000;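 active means mean replicate inhibition of at least 30%, or all replicates individually reaching that 30% level; inactive means mean below 30% and not every replicate reaching it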;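 further: 0% = neutral control wells and 100% = L-leucinethiol positive control wells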
* hit, by the source's call; i = inactive; u = inconclusive; x = not tested or not shown; [ ] = dose if it differs, or a comment.

molecule,miR-122 sensor,PglD DTNB,RAD54 branch,E-sel inducer,Cneo AK release,RAD52 inh,PGC1a acetyl inh,ERAP1 HTS inh
O=C(NCCCN1CCN(c2cccc(Cl)c2)CC1)C1CCC(=O)N1Cc1ccccc1Cl (stereo not given),9,-6,-3,x,0,x,-1,x
COc1ccc(/C=C/C(=O)Nc2ccccc2)cc1S(=O)(=O)N1CCOCC1,-7,x,x,5.3,x,5,-2,x
COc1ccc(-c2[nH]ncc2CN(Cc2nccn2C)C(C)C)c(F)c1,-4,2,-4,x,1,-11,-4,0
CO[C@H]1CC[C@H]2CCN(C)C(=O)[C@@H](C)N(C)C(=O)c3cc(C#N)ccc3OC[C@@H]1O2,x,2,5,-0.2,1,-4,x,0
O=C(Nc1ccccc1)N1CCCCN2[C@@H](CO)[C@H](c3ccc(C#Cc4ccccn4)cc3)[C@@H]2C1,-24[16.7 µM],0,9,0.0,1,-5,-8,3
NC(=O)c1cccc2c(=O)oc3ccccc3c12,-2,7,-1,x,0,x,20,x
C/C=C/c1ccc(C2[C@H]3CNC[C@@H]2N3S(C)(=O)=O)cc1 (stereo not given in full),x,x,x,0.0,x,-5,-2,-2
Cc1noc(C)c1S(=O)(=O)N(C)C[C@H]1OCCCC[C@H](C)Oc2ccc(NC(=O)NC3CCCCC3)cc2C(=O)N([C@H](C)CO)C[C@@H]1C,1[16.7 µM],0,-1,0.1,2,-25,0,0
COc1cc(CNCCSc2nnnn2C)cc(Br)c1OCc1ccccc1,0,-3,-21,5.0,3,-9,5,x
O=C(O)c1ccc(/C=C2\SC(=S)N(NC(=O)c3ccc(Br)cc3)C2=O)cc1,x,1,-2,x,1,-14,x,-3
O=S(=O)(Nc1ccc(Br)cn1)c1ccc(Cl)s1,48,-1,-12,x,-1,-14,x,-4
CCOC(=O)C(C(C)=O)c1c(Br)c(O)c(O)c2c(C(=O)c3ccc(C)cc3)coc12 (stereo not given),-3,-1,-2,x,-16,x,35,x
CCCc1cc(=O)[nH]c(Nc2ccc(O)cc2)n1,-4,-1,-1,x,1,x,-12,x
Cc1ccc(Cn2c(C(C)Nc3nc(-c4ccc(F)cc4)cs3)nc3cc(C(=O)NCCCO)ccc32)cc1 (stereo not given),6,-1,1,-0.1,0,-29,x,-1
CO[C@H]1CN(C)C(=O)c2cc(NC(=O)C3CCOCC3)ccc2OC[C@@H](C)N(Cc2cccnc2)C[C@@H]1C,x,1,-4,-0.1,-2,4,-1,x
Cc1ccc(CNC(=O)Cn2ccc3ccccc3c2=O)o1,1,8,-1,x,-1,x,-4,x
CC(CCn1cccn1)NC(=O)c1cc(COc2ccc(F)cc2F)on1 (stereo not given),1,-8,-7,-5.0,0,8,4,-2
O=C(NC1CCCC1)C1CCCN(S(=O)(=O)c2ccc(-n3cnnn3)cc2)C1 (stereo not given),2,-3,2,x,-1,-17,-1,-2
CCOc1ncccc1C(=O)OCc1ccc(C(=O)OC)o1,-1,-5,2,x,-3,x,-2,x
CC(C)CN(C(=O)c1ccc(C(F)(F)F)cc1)c1c(N)n(CC(C)C)c(=O)[nH]c1=O,-8,-2,-6,x,-3,5,4,0

molecule,miR-122 sensor,PglD DTNB,RAD54 branch,E-sel inducer,Cneo AK release,RAD52 inh,PGC1a acetyl inh,ERAP1 HTS inh
CCCCn1c(-c2cccc3ccccc23)nc2cc3[nH]c(=O)c(C(C)C)nc3cc21,7,-2,0,0.2,-1,-31,7,-3
CC(C)NC(=O)CC1C(=O)NCCN1CC(c1ccccc1)c1ccccc1 (stereo not given),-2,3,-8,x,4,-28,15,1
CC1(C)CC(N2CCCC2)=CC(=[N+]2CCCC2)C1,x,14,2,x,-3,1,x,63*
CCC(OC(=O)c1ccco1)C(=O)NC1CCCC1 (stereo not given),0,-4,3,0.4,4,-11,8,-4
COCc1cn(CC[C@H]2CC[C@@H](NC(=O)CCN3CCCCC3)[C@@H](CO)O2)nn1,x,2,3,0.2,2,2,2,-8
C[C@H](CO)N1C[C@H](C)[C@@H](CN(C)C(=O)Nc2ccccc2)OCCCC[C@H](C)Oc2ccc(NC(=O)c3ccncc3)cc2C1=O,8[16.7 µM],2,6,x,1,-3,-2,-1
CCOC(=O)c1ccc(N/N=C/c2cc(Br)cc([N+](=O)[O-])c2O)cc1,-3,8,-9,x,8,-13,4,0
Cc1cc2oc(=O)cc(CN(C)Cc3cccc(F)c3)c2cc1Cl,x,-3,-2,x,-2,-10,x,1
O=C(OCc1ccccc1)/C(=C/c1cccc([N+](=O)[O-])c1)NC(=O)c1ccco1,x,2,-6,x,0,-14,x,4
CCC(C)N(C(=O)Cn1c(=O)cnc2ccccc21)C1CCS(=O)(=O)C1 (stereo not given),-2,-3,-1,14,-3,-14,x,0
O=C(CCCN1C(=O)NC2(CCCC2)C1=O)Nc1cccc(S(=O)(=O)N2CCOCC2)c1,x,0,-5,x,1,-16,x,3
CC(NCCCOc1cccc2ccccc12)c1ccccc1 (stereo not given),-11,-4,16,-0.2,8,40,-31,0
Cc1ccc(-c2cc(-c3ccccc3)nc(N)c2C#N)o1,-15,-7,3,x,0,-19,-9,-3
CC(C)(C)C1CCc2c(sc(NC(=O)C3CC=CCC3C(=O)O)c2C#N)C1 (stereo not given),5,8,8,u,-2,x,-13,x
CCOC(=O)c1ccc(N=c2sc(C(=O)OC)cc(=O)n2Cc2ccco2)cc1,x,-6,0,-0.8,-9,1,x,-1
Cc1ccc(S(=O)(=O)N2CCOCC2)cc1C(=O)Nc1ccccc1F,-5,1,-6,-0.2,2,-2,3,-1
COc1ccc(-n2c(Cc3cc(=O)[nH]c(=O)[nH]3)nnc2SCC(=O)Nc2cc(C(F)(F)F)ccc2Cl)cc1,-3,-3,9,x,-4,i,1,-1
COc1cccc(CN2CCC2(C)C(=O)Nc2ccc3c(c2)CCN3C(C)=O)c1F (stereo not given),-3,0,-1,0.2,1,-1,2,10
NCCCC[C@H]1CN=C(N)N1CCC12CC3CC(CC(C3)C1)C2,-5,-2,7,0.0,0,57*,x,x
Cc1ccc(N(CC(O)CN2C(=O)NC(C)(C)C2=O)S(=O)(=O)c2ccc(C)cc2)cc1 (stereo not given),-2,-3,0,0.3,-1,-2,12,x

An excerpt from the list above:
molecule,miR-122 sensor,PglD DTNB,RAD54 branch,E-sel inducer,Cneo AK release,RAD52 inh,PGC1a acetyl inh,ERAP1 HTS inh
CCCCn1c(-c2cccc3ccccc23)nc2cc3[nH]c(=O)c(C(C)C)nc3cc21,7,-2,0,0.2,-1,-31,7,-3
CC(C)NC(=O)CC1C(=O)NCCN1CC(c1ccccc1)c1ccccc1 (stereo not given),-2,3,-8,x,4,-28,15,1

Taken from above:
`COc1cccc(CN2CCC2(C)C(=O)Nc2ccc3c(c2)CCN3C(C)=O)c1F` (stereo not given) @ PGC1a acetyl inh: 2
`O=C(CCCN1C(=O)NC2(CCCC2)C1=O)Nc1cccc(S(=O)(=O)N2CCOCC2)c1` @ Cneo AK release: 1

Further entries follow.
molecule,miR-122 sensor,PglD DTNB,RAD54 branch,E-sel inducer,Cneo AK release,RAD52 inh,PGC1a acetyl inh,ERAP1 HTS inh
Cc1ccc(/C=N/NC(=O)C(C)Oc2cccc3ccccc23)o1 (stereo not given),-4,-3,-1,0.1,8,-20,2,4
CSc1nc2ccc(NS(=O)(=O)c3ccc(Br)s3)cc2s1,x,x,x,0.3,x,-37,-7,5
Cc1cc2nnc(SCC(=O)N3CCCCCC3)n2c(N)n1,x,-2,-11,0.4,1,-14,x,0
O=C(OCCN1C(=O)c2ccccc2C1=O)Oc1ccccc1,-7,-6,1,x,-1,-11,8,2
CC(=O)NCC(=O)N(Cc1ccco1)C1(C(=O)NC2CCCC2)CCCCC1,2,-6,-7,0.7,-1,-15,0,-5
Cc1[nH]n(-c2ccc(Br)cc2)c(=O)c1C=Nc1ccc(S(=O)(=O)Nc2nccs2)cc1,-1,-5,-2,x,-2,x,x,x
Cc1ccc(OCC(=O)NNC(=S)NC(=O)C2CCCCC2)c(C)c1,-7,-2,8,x,1,x,x,x
C[C@@H]1CN([C@H](C)CO)C(=O)Cc2cc(NS(=O)(=O)c3ccc(F)cc3)ccc2O[C@@H]1CN(C)CC1CC1,4[16.7 µM],-4,-3,0.0,0,-2,2,-2
Cc1cc(C(=O)Nc2ccccc2[N+](=O)[O-])cs1,x,10,-17,-0.9,0,-9,x,-3
Cc1cc(NC(=O)c2cc(S(=O)(=O)N3CCCCC3)ccc2C)n(-c2ccccn2)n1,-3,7,-18,x,1,x,-8,x
CCC(c1nnc(SCC(=O)N(C)c2ccccc2)n1Cc1ccccc1)N(C)C (stereo not given),x,-3,-7,2.9,2,-3,x,5
O=C(NCCc1ccccc1)c1ccccc1Cl,x,8,14,-0.2,-4,-79,x,-5
O=C(C[C@@H]1CC[C@H]2[C@@H](COC[C@@H](O)CN2Cc2cccc(C(F)(F)F)c2)O1)NCCc1ccccc1,0[16.7 µM],-4,-6,0.1,0,8,0,-5
COC(=O)c1ccc(CN2CCc3ccc(NC(=O)c4ccncc4)cc3C2)cc1,-3,-3,-18,-1.5,2,-7,6,1
CNC[C@@H]1Oc2ccc(NC(=O)CCCN(C)C)cc2C(=O)N([C@@H](C)CO)C[C@@H]1C,-2[16.7 µM],9,-16,0.0,6,-11,0,2
CCOC(=O)N1CCC(N2Cc3cccc(C(=O)N4CCN(C5CCCCC5)CC4)c3C2=O)CC1,-2,1,11,x,-11,-7,-2,1
Cc1n[nH]c(=S)n(/N=C/c2ccccn2)c1=O,1,-3,0,x,-3,x,-8,x
Cc1cc(C)n(CC(O)Cn2c3ccccc3c3ccccc32)n1 (stereo not given),-3,1,-4,x,3,x,18,x

Assay outcomes deposited in PubChem by Broad Institute.
